CCR6 antagonist – CCR6 (human) receptor antagonism; CHO-K1 CCR6 PathHunter beta-arrestin, luminescence, CCL20-stimulated; 0.49% of 340,000 active; P51684; inhibition, % at 20 µM; AID 493098;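 active = compounds whose inhibition of the agonist-driven luminescence signal at 20 µM reaches about 50%, limit read from the data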;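 also: cells stimulated with CCL20 at 14 nM final; plate controls were DMSO with CCL20 for no effect and DMSO without agonist for full effect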
Target sequence (P51684 whole entry, looked up): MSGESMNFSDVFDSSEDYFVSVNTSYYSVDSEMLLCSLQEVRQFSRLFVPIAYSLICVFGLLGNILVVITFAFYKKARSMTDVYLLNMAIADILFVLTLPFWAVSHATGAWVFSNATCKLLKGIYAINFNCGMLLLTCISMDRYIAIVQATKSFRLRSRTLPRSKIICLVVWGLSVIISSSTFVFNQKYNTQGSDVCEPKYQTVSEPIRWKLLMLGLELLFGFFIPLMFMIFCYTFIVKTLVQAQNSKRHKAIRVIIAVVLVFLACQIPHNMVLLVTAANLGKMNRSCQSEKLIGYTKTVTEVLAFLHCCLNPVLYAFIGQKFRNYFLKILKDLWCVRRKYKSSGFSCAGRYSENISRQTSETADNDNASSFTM
CXCR6 inh – CXCR6 (human) receptor inhibition. O00574. CHO-K1 PathHunter CXCR6 beta-arrestin, luminescence. inhibition, % at 20 µM. 0.36% of 360,000 active. AID 602244; in the data active = inhibition above about 34%, passing the limit was not always enough;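 also: antagonist mode with CXCL16 agonist at 10 nM final; 0% = 10 nM CXCL16 with DMSO and 100% = unstimulated wells without agonist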
Target sequence (O00574 whole entry, looked up): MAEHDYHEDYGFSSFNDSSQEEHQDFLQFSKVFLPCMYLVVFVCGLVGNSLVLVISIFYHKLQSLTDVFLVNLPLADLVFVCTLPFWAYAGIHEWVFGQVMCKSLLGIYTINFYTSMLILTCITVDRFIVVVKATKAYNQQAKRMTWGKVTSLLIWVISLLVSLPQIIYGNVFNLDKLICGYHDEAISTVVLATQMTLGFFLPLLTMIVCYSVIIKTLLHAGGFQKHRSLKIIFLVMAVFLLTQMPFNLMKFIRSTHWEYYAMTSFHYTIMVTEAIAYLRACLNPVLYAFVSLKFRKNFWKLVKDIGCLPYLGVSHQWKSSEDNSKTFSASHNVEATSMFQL
EBI2 antag – EBI2 (human) antagonism | EBI2 beta-arrestin recruitment, luminescence, 7a,25-OHC stimulated | P32249 | 0.81% of 360,000 active | inhibition, % at 5 µM | AID 651636; in the data active = inhibition above about 38%;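 also: enzyme fragment complementation signal reports receptor beta-arrestin coupling in cells; 0% = agonist plus DMSO wells and 100% = wells without agonist; some results beyond the cut were filed as inactive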
Target sequence (P32249 whole entry, looked up, the tested form may be a part): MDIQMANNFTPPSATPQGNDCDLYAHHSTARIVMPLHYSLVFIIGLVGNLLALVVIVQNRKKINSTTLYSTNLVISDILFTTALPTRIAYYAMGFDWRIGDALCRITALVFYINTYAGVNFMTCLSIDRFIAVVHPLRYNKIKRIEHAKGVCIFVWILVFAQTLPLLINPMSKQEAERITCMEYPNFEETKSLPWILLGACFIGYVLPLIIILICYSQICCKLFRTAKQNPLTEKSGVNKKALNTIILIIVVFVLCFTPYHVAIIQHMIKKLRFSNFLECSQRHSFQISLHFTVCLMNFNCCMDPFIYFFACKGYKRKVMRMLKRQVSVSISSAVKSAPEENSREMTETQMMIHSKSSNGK
Numbers without * were called inactive. A portion of the library. The share of hits here may be higher or lower than overall.

Results for O=S1(=O)c2c(F)cccc2OC(COc2ccccc2)CN1CCc1ccc(F)cc1 (configuration not stated) ?
CCR6 antagonist: 20; CXCR6 inh: 2; EBI2 antag: 3

What do the screens show for `CCCCCC1C(=O)N2C=C(c3ccccc3)c3ccccc3N2C1=O` (configuration not stated)?
CCR6 antagonist: 3; CXCR6 inh: 8; EBI2 antag: 0

What do the screens show for `N#C/C(=C\Nc1ccc2cn[nH]c2c1)c1nc(-c2ccccc2)cs1`?
CCR6 antagonist: 4; CXCR6 inh: -5; EBI2 antag: -51

How did CN1CCN(S(=O)(=O)c2ccc(Cl)c(C(F)(F)F)c2)CC1 do in these assays?
CCR6 antagonist: 1; CXCR6 inh: 12; EBI2 antag: 4

What do the screens show for `CC1(C)COC(c2ccccc2Cl)OC1`?
CCR6 antagonist: 3; CXCR6 inh: -5; EBI2 antag: -3

What do the screens show for `O=C(Cc1ccc(NC(=O)C2CCCN(C(=O)C3CCCCC3)C2)cc1)Nc1cccc(C(=O)N2CCCC2)c1` (configuration not stated)?
CCR6 antagonist: 1; CXCR6 inh: 91*; EBI2 antag: -2

Results for NC(=O)c1ncn([C@@H]2O[C@H](CNCc3ccccc3C#Cc3ccccc3)[C@@H](O)[C@H]2O)n1 ?
CCR6 antagonist: -5; CXCR6 inh: -3; EBI2 antag: -3

Results for CCCCCCCCNS(=O)(=O)CCNCc1ccco1 ?
CCR6 antagonist: 10; CXCR6 inh: -3; EBI2 antag: 0

What do the screens show for `Clc1ccc(C=Cc2ccccn2)c(Cl)c1`?
CCR6 antagonist: 0; CXCR6 inh: -2; EBI2 antag: 25

How did CN(C(=S)Nc1ccc(Oc2ccccc2)cc1)c1ccc(O)cc1 do in these assays?
CCR6 antagonist: 21; CXCR6 inh: 2; EBI2 antag: -4

Results for CC12CC3OC3CC1CCC1C2CCC2(C)C1CCC21OCCO1 (configuration not stated) ?
CCR6 antagonist: 22; CXCR6 inh: -2; EBI2 antag: -2

What do the screens show for `CC(=NO)C1CCC2C3CCC4=CC(=NO)CCC4(C)C3C(=O)CC12C` (configuration not stated)?
CCR6 antagonist: 40; CXCR6 inh: 21; EBI2 antag: 18

How did O=c1cc2c(c(-c3ccccc3)n1Cc1ccccc1)[C@@H](CCO)NC2 do in these assays?
CCR6 antagonist: -2; CXCR6 inh: -1; EBI2 antag: -6

How did O=Cc1ccc(F)c([B-](F)(F)F)c1 do in these assays?
CCR6 antagonist: 5; CXCR6 inh: 0; EBI2 antag: -9

How did COc1ccccc1C=NN=C(N)C(N)=NN=Cc1ccccc1OC do in these assays?
CCR6 antagonist: 7; CXCR6 inh: -1; EBI2 antag: 2

Results for CCOC(=O)C1=CN(Cc2ccccc2)CCC1=O ?
CCR6 antagonist: 7; CXCR6 inh: -4; EBI2 antag: -1

Results for C=CCOc1ccc(CNc2ccc3[nH]c(=O)[nH]c3c2)cc1OC ?
CCR6 antagonist: -12; CXCR6 inh: -1; EBI2 antag: -4

How did O=C(c1cccc(S(=O)(=O)N2CCN(c3ccc(F)cc3)CC2)c1)N1CCN(c2ccccc2O)CC1 do in these assays?
CCR6 antagonist: 5; CXCR6 inh: -12; EBI2 antag: 5

What do the screens show for `CCOC(=O)Cc1c[nH]c2ccc([N+](=O)[O-])cc12`?
CCR6 antagonist: 14; CXCR6 inh: 1; EBI2 antag: 2

How did O=C1c2ccccc2C(=O)N1CCC1(O)C(c2ccccc2)=Nc2ccccc21 (configuration not stated) do in these assays?
CCR6 antagonist: -4; CXCR6 inh: -21; EBI2 antag: -4

Results for ON(CCc1ccccn1)CCc1ccccn1 ?
CCR6 antagonist: 5; CXCR6 inh: 1; EBI2 antag: -1

Results for Cc1ccc(NC(=O)c2ncn(CCCN3CCN(c4ncccn4)CC3)n2)cc1C ?
CCR6 antagonist: 9; CXCR6 inh: -6; EBI2 antag: 16

What do the screens show for `Oc1ccc(C[C@H]2CNC(=S)N2CC2CCCN2C[C@H](Cc2ccc(O)cc2)N2C[C@H](Cc3ccccc3)N(CCc3ccccc3)C2=S)cc1` (some centres not stated)?
CCR6 antagonist: 11; CXCR6 inh: 6; EBI2 antag: 42*

How did O=Cc1ccc(-c2cccs2)s1 do in these assays?
CCR6 antagonist: -14; CXCR6 inh: -7; EBI2 antag: 0

What do the screens show for `O=C1C=CC2C3C(=O)N(c4ccccc4)C(=O)C3C1N2Cc1ccccc1` (configuration not stated)?
CCR6 antagonist: 59*; CXCR6 inh: 51*; EBI2 antag: 21

How did CCOc1ccc(NC(=O)CN(C)C(=O)c2ccc(OCC(=O)N3CCOCC3)c(OC)c2)cc1OCC do in these assays?
CCR6 antagonist: 0; CXCR6 inh: -18; EBI2 antag: -12

How did CC(C)n1cc(/C=N\NC(=O)c2cc3c(ccc4ccccc43)o2)c2ccccc21 do in these assays?
CCR6 antagonist: -1; CXCR6 inh: -6; EBI2 antag: 0

How did CCOc1ccc(OCCC(=O)OCC(=O)N(CC)c2c(N)n(Cc3ccccc3)c(=O)[nH]c2=O)cc1 do in these assays?
CCR6 antagonist: 2; CXCR6 inh: -7; EBI2 antag: -23

What do the screens show for `CC1CN(Cc2ccco2)C(=S)NC1=O` (configuration not stated)?
CCR6 antagonist: 6; CXCR6 inh: 0; EBI2 antag: -6

What do the screens show for `CCN1C[C@@H]2[C@@H]3C(=O)N(C)C(=O)[C@@H]3[C@](C)(C1=O)N2C(=O)c1ccc(Cl)cc1`?
CCR6 antagonist: -1; CXCR6 inh: -1; EBI2 antag: -10

How did CCC(C)n1c(SCC(=O)N(CC)c2c(N)n(Cc3ccccc3)c(=O)[nH]c2=O)nc2ccccc2c1=O (configuration not stated) do in these assays?
CCR6 antagonist: 3; CXCR6 inh: -4; EBI2 antag: -4

How did CC(=O)Oc1ccc2cc(-c3cccnc3)c(=O)oc2c1 do in these assays?
CCR6 antagonist: -29; CXCR6 inh: -15; EBI2 antag: -11

Results for COC(=O)c1cncn1Cc1ccccc1 ?
CCR6 antagonist: 11; CXCR6 inh: 0; EBI2 antag: 0

Results for CN(C)CCCNCC(=O)c1c(-c2ccccc2)n(C)c2ccccc12 ?
CCR6 antagonist: 19; CXCR6 inh: -3; EBI2 antag: -3

Results for [O-]/C(=C(\C(=S)Nc1cccc2ccccc12)[n+]1ccccc1)c1ccc(OC(F)F)cc1 ?
CCR6 antagonist: -5; CXCR6 inh: 9; EBI2 antag: 5

What do the screens show for `Cc1cc(NC(=O)c2cc3ccccc3oc2=O)no1`?
CCR6 antagonist: 5; CXCR6 inh: 4; EBI2 antag: 2

Results for C[n+]1ccccc1/C=C/c1c(F)cccc1F ?
CCR6 antagonist: 15; CXCR6 inh: 4; EBI2 antag: 8

What do the screens show for `COC1=C(N)C(=O)c2nc(C)ccc2C1=O`?
CCR6 antagonist: -13; CXCR6 inh: -16; EBI2 antag: -40

What do the screens show for `O=C(Cc1ccc(Cl)cc1)Oc1cccc2cccnc12`?
CCR6 antagonist: 10; CXCR6 inh: 11; EBI2 antag: 12

How did CC(C)(C)OC(=O)N1CCC(C(=O)Nc2cccc(C(=O)N3CCCCC3)c2)CC1 do in these assays?
CCR6 antagonist: 6; CXCR6 inh: 4; EBI2 antag: -4

How did COc1cc(SC)ccc1C(=O)OC(C)C(=O)NC1CCCC1 (configuration not stated) do in these assays?
CCR6 antagonist: 14; CXCR6 inh: 0; EBI2 antag: -5

What do the screens show for `C/C=C1\NC(=O)[C@H](CC(N)=O)N(C)C(=O)C([C@@H](C)O)NC(=O)C(CCCc2ccc(OC)cc2)NC(=O)[C@H](C(C)C)NC(=O)/C(=C\C)NC(=O)[C@H](O)[C@@H](C[C@@H](O)CCCCCCC)NC(=O)[C@H](C)NC(=O)CN(C)C(=O)[C@H](CCC(N)=O)NC1=O` (some centres not stated)?
CCR6 antagonist: -10; CXCR6 inh: -2; EBI2 antag: 3

What do the screens show for `O=C1NCC(Nc2ccccc2)C(=O)N1` (configuration not stated)?
CCR6 antagonist: 4; CXCR6 inh: -4; EBI2 antag: -2

Results for CN1C[C@@H]2[C@@H]3C(=O)N(Cc4ccccc4)C(=O)[C@@H]3[C@](Cc3ccccc3)(C1=O)N2C(=O)c1ccc(Br)cc1 ?
CCR6 antagonist: 18; CXCR6 inh: -4; EBI2 antag: -7

How did Cc1ccc2nc3[nH]c(=O)[nH]c(=O)c3c(N)c2c1 do in these assays?
CCR6 antagonist: 7; CXCR6 inh: -9; EBI2 antag: 5

What do the screens show for `CCN(CC(=O)Nc1ccc(NC(C)=O)cc1)C(=O)C1CCN(C(=O)c2ccccc2C)CC1`?
CCR6 antagonist: 0; CXCR6 inh: -2; EBI2 antag: 3

How did C#CCOc1ccc(C2C3=C(COC3=O)Nc3cc4c(cc32)OCO4)cc1OC (configuration not stated) do in these assays?
CCR6 antagonist: 14; CXCR6 inh: 1; EBI2 antag: 4

What do the screens show for `Cc1ccc(NC(=O)c2ccc(S(=O)(=O)N(C)c3ccccc3)cc2)cc1S(=O)(=O)N1CCOCC1`?
CCR6 antagonist: 7; CXCR6 inh: 4; EBI2 antag: 4

How did NC(N)=NC(=S)Nc1ccc(Cl)cc1 do in these assays?
CCR6 antagonist: 16; CXCR6 inh: 4; EBI2 antag: 10

What do the screens show for `O=C(NC1CC1)c1ccc(NC(=O)C2CCCCC2)cc1`?
CCR6 antagonist: 1; CXCR6 inh: -7; EBI2 antag: 1

What do the screens show for `CN(CC(=O)Nc1ccccc1C(F)(F)F)C(=O)CSc1nc(N)cc(N)n1`?
CCR6 antagonist: -6; CXCR6 inh: 5; EBI2 antag: -11

What do the screens show for `CC1=CC(=O)C=C(C)C1=NOS(=O)(=O)c1ccccc1`?
CCR6 antagonist: -15; CXCR6 inh: 18; EBI2 antag: -7

Results for O=C(CCCSCCCC(=O)NN=Cc1ccccc1)NN=Cc1ccccc1 ?
CCR6 antagonist: 16; CXCR6 inh: -1; EBI2 antag: 21

Results for COc1cc(O)c2c(=O)c3c(O)c(O)ccc3oc2c1OC ?
CCR6 antagonist: 11; CXCR6 inh: 6; EBI2 antag: -7

How did Cc1ccc(-c2nc(N)sc2-c2ccc(C)cc2)cc1 do in these assays?
CCR6 antagonist: -1; CXCR6 inh: 2; EBI2 antag: 4

What do the screens show for `COC(=O)c1cc(C)ccc1/C=C1/Cc2c(C)cc(C)cc2C1=O`?
CCR6 antagonist: 14; CXCR6 inh: -4; EBI2 antag: 12

How did CC1=C(CO)C(=O)OC([C@@H](C)C2CC[C@H]3C4C[C@H]5O[C@]56[C@@H](O)C=CC(=O)[C@]6(C)C4CC[C@]23C)C1 (some centres not stated) do in these assays?
CCR6 antagonist: 41; CXCR6 inh: 44*; EBI2 antag: 55*

Results for Cc1ccc(-n2ncc3c(=O)n(CC(=O)N4CCCc5ccccc54)cnc32)cc1C ?
CCR6 antagonist: 18; CXCR6 inh: -8; EBI2 antag: 20

How did O=C(Nc1ccc2c(c1)OCO2)c1cc2ncc(Br)cn2n1 do in these assays?
CCR6 antagonist: 9; CXCR6 inh: -9; EBI2 antag: 4

Results for Cc1csc(NC(=O)CSc2nc3[nH]c(=O)cc(O)c3s2)n1 ?
CCR6 antagonist: 6; CXCR6 inh: -26; EBI2 antag: -76

Of the compounds above, these contain bromine.
Results for CN1C[C@@H]2[C@@H]3C(=O)N(Cc4ccccc4)C(=O)[C@@H]3[C@](Cc3ccccc3)(C1=O)N2C(=O)c1ccc(Br)cc1 ?
CCR6 antagonist: 18; CXCR6 inh: -4; EBI2 antag: -7

How did O=C(Nc1ccc2c(c1)OCO2)c1cc2ncc(Br)cn2n1 do in these assays?
CCR6 antagonist: 9; CXCR6 inh: -9; EBI2 antag: 4

Continuation:
How did CC12CCC3C(=CCc4cc(O)ccc43)C1CC(=NO)C2O (configuration not stated) do in these assays?
CCR6 antagonist: 0; CXCR6 inh: -7; EBI2 antag: 23

What do the screens show for `CN1C[C@@H]2[C@@H]3C(=O)N(Cc4ccccc4)C(=O)[C@@H]3[C@](Cc3ccccc3)(C1=O)N2C(=O)c1ccc(F)cc1`?
CCR6 antagonist: 2; CXCR6 inh: -4; EBI2 antag: -4

What do the screens show for `O=C(NNC(=O)OCc1ccccc1)OCc1ccccc1`?
CCR6 antagonist: 4; CXCR6 inh: -3; EBI2 antag: 1

How did CCc1ccc(C(=O)C(C)OC(=O)CN2C(=O)NC3(CCCC3)C2=O)cc1 (configuration not stated) do in these assays?
CCR6 antagonist: 8; CXCR6 inh: -8; EBI2 antag: -11

How did COC(=O)c1ccc(=O)c2nc3/c(=C/O)c(O)cc(=O)c3[nH]c12 do in these assays?
CCR6 antagonist: 21; CXCR6 inh: 0; EBI2 antag: -4

Results for O=S(=O)(c1ccc(F)cc1)N1CCN(CC(O)COCc2ccccc2)CC1 (configuration not stated) ?
CCR6 antagonist: 0; CXCR6 inh: 2; EBI2 antag: 14

What do the screens show for `CC(=O)NC1CC2CCCC(C1)N2C(=O)Nc1cccc(Cl)c1` (configuration not stated)?
CCR6 antagonist: 6; CXCR6 inh: 2; EBI2 antag: -4

Fetched by compound from the list above:
What do the screens show for `CN1C[C@@H]2[C@@H]3C(=O)N(Cc4ccccc4)C(=O)[C@@H]3[C@](Cc3ccccc3)(C1=O)N2C(=O)c1ccc(F)cc1`?
CCR6 antagonist: 2; CXCR6 inh: -4; EBI2 antag: -4

Results for O=S(=O)(c1ccc(F)cc1)N1CCN(CC(O)COCc2ccccc2)CC1 (configuration not stated) ?
CCR6 antagonist: 0; CXCR6 inh: 2; EBI2 antag: 14

How did COC(=O)c1ccc(=O)c2nc3/c(=C/O)c(O)cc(=O)c3[nH]c12 do in these assays?
CCR6 antagonist: 21; CXCR6 inh: 0; EBI2 antag: -4

What do the screens show for `O=C(NNC(=O)OCc1ccccc1)OCc1ccccc1`?
CCR6 antagonist: 4; CXCR6 inh: -3; EBI2 antag: 1

Screening results from PubChem BioAssay.
